# Bioassay records: PubChem BioAssay, National Center for Advancing Translational Sciences (NCATS)
# hERG WT inh = inhibitors of human wildtype KCNH2 potassium channel; Q12809; U2OS, BacMam KCNH2, thallium flux FluxOr; stronger effect = lower value; activity change, % at 1.84 µM; 0.37% of 340,000 active; AID 720551;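 active means maximum activity change below -70%; inconclusive means maximum activity change between -70% and -50%; inactive means maximum activity change above -50%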; further: on the % scale 0 is the no-effect control and ±100 the full control effect
#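 U2OS cells were transduced with wild-type KCNH2 virus (2.03 x 10^8 / mL) for 4 h at room temperature, then cultured overnight at 37 C. Thallium flux was read with FluxOr dye. Rate constants were normalized to DMSO controls.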
# Mito fusion act = mitochondrial division inhibition or fusion activation; 0.23% of 320,000 active; AID 485298; Potency, µM (titrated, usually from 46.1 µM), inactives show top-dose growth rescue (activation), usual class: activators; S. cerevisiae fusion-defective mutant growth rescue, CellTiterGlo 48 h;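 further: potency means the concentration at half of the fitted maximal effect; % of control where 0% means no effect; nearly all actives have a fitted effect of over 45% in size; temperature-sensitive fusion mutants such as fzo1-1 at 37 °C on non-fermentable ethanol glycerol medium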
#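 Luminescent cell viability in 1536-well qHTS format served as the measure of rescued growth in ts fusion-mutant S. cerevisiae cultured on non-fermentable YPEG for 48 hours at 37C.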
# ELG1 repair inh = inhibitors of ELG1-dependent DNA repair in HEK293T cells. HEK293T ELG1-luciferase reporter, luminescence, 16 h; DNA damage induced by 5-fluorouridine. Potency, µM (top dose mostly 46.1 µM), for inactives: top-dose activity change, negative = inhibition, usual class: inhibitors. 2.3% of 330,000 active. AID 504467; further: potency means the concentration at half of the fitted maximal effect; on the % scale 0 is the no-effect control and ±100 the full control effect; nearly all actives have a fitted effect of over 55% in size
#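 5-Fluorouridine DNA damage + compound/DMSO, 2,000 cells/well, 16 h, 37 °C/5% CO2. ONE-Glo, 30 min RT, luminescence. Readout = decrease in reporter signal.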
# Eya2 phos inh = blocks the phosphatase activity of human Eya2. recombinant Eya2, OMFP fluorescence dephosphorylation (OMFP is methylfluorescein phosphate). Potency, µM (doses to about 76.9 µM), without a hit: top-dose activity, negative = inhibition, most hits filed as inhibitors. 0.006% of 330,000 active. AID 488837; further: potency means the concentration at half of the fitted maximal effect; on the % scale 0 is the no-effect control and ±100 the full control effect
# Target sequence (O00167 whole entry, looked up): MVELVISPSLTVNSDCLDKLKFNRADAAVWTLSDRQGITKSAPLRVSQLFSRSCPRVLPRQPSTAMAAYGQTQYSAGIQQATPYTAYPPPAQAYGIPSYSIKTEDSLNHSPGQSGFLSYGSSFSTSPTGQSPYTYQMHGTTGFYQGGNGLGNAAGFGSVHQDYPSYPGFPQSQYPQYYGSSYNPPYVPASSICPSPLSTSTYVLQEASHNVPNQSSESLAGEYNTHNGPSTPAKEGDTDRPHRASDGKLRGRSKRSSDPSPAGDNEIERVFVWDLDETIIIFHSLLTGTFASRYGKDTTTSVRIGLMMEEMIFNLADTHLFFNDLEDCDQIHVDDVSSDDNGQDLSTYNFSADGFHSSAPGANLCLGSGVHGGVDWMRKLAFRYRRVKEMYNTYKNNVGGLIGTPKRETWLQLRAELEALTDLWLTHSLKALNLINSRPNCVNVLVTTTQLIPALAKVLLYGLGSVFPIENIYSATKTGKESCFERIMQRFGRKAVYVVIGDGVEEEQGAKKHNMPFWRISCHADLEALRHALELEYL
#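 Eya2 protein (added as 0.2 uM solution) was preincubated with compound for 10 min at ambient temperature in 50 mM HEPES pH 7.5, 50 mM NaCl, 5 uM MgCl2, 0.05% BSA, 1 mM DTT. OMFP (added at 50 uM) then reacted 10 min; fluorescence read at 485/525 nm.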
# TSHR antag = antagonists of human thyroid stimulating hormone receptor; TSHR-expressing cells, TSH-stimulated cAMP HTRF, 2 h; stronger effect = lower value; activity change, negative = inhibition, % at 11.5 µM; 0.2% of 330,000 active; AID 504810;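 active means activity change below a set negative limit, meaning inhibition stronger than a set level, cut at about -70% in these data; inconclusive means activity change between two set negative limits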; further: on the % scale 0 is the no-effect control and ±100 the full control effect
#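 Inhibition of cAMP made by TSHR-expressing cells under TSH stimulation (4nM final, EC80; 2 h, 37 deg C) is quantified with a one-step lysis HTRF kit, anti-cAMP cryptate versus cAMP-d2.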
# TCR act = T cell receptor activation; 330,000 tested, under 10 active; primary human leukocytes, anti-CD3, IL-2 HTRF, 48 h; Potency, µM (top dose mostly 9.22 µM), for inactives: top-dose activation of IL-2 secretion, actives largely listed as activators; AID 504894; further: % of control where 0% means no effect
#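 1) Mix primary human leukocytes, a-CD3 beads and compound. 2) Incubate 48 hr. 3) Add HTRF IL-2 reagents (a-IL-2-K, a-IL-2-d2).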
# KCNH2 3.1 inh = inhibitors of human KCNH2 3.1 potassium channel isoform; U2OS KCNH2 3.1, thallium flux FluxOr; stronger effect = lower value; activity change, % (tested at about 1.8 µM); 0.95% of 340,000 active; AID 720553;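 active means maximum activity change below -70%; inconclusive means maximum activity change from -70% to -50%; inactive means maximum activity change above -50%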;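 further: thallium influx rate constant from kinetic fluorescence after stimulation buffer; on the % scale 0 is the no-effect control and ±100 the full control effect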
#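 Kinetic fluorescence (2 min after stimulation buffer) measures Tl+ influx through KCNH2 3.1 expressed by viral transduction in U2OS cells; the rate constant is normalized against DMSO controls serving as positive and negative references.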
# USP2a block = USP2a (human) protease inhibition; Potency, µM (top dose mostly 38.3 µM), inactives show top-dose activity change, negative = inhibition, usual class: inhibitors; 0.01% of 330,000 active; USP2 core, Ub-CHOP2 coupled fluorogenic reporter, 485/531; O75604;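 further: potency means the concentration at half of the fitted maximal effect; plate controls were DMSO wells for no effect and full inhibition by NEM control for full effect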
#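 Cell-free coupled assay: 10nM USP2 core preincubated 30min RT with compound in Tris-HCl pH 8.0/CaCl2/CHAPS buffer, then 25nM Ub-CHOP2 and 25nM reporter substrate; fluorescence (Ex 485/Em 531) read after 60min RT, normalized to NEM inhibition, concentration-response curves fitted.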
# A-T KAP1 phos = potential ataxia-telangiectasia treatment | […] A-T fibroblasts, KAP-1 phosphorylation AlphaLISA; neocarzinostatin DNA damage 30 min before lysis | Potency, µM (highest dose often 57.5 µM), without a hit: at the highest dose activation, actives largely listed as activators | 0.19% of 320,000 active | AID 485349; further: potency means the concentration at half of the fitted maximal effect; % of control where 0% means no effect; nearly all actives have a fitted effect of over 45% in size
#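 hTERT-immortalized A-T patient fibroblasts ([…]), 500 cells/well in OPTI-MEM, 1% FBS, got compounds for 60 min, then NCS for 30 min at 37C. Lysates were then assayed for phospho-KAP-1 by AlphaLISA (anti-pKAP1 donor, anti-KAP1 acceptor beads), 6 hr at 25C.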
# TRPV1 agonist = agonists of human vanilloid receptor 1 (TRPV1); activation, % at 8.33 µM; TRPV1-expressing cells, Fluo-8 calcium influx, agonist mode; 0.19% of 320,000 active; Q8NER1; in the data active means activation above about 80%; inconclusive means between about 30% and that limit; further: 0% is about no effect
#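 Cells expressing TRPV1 were dye-loaded with Fluo-8 and read kinetically: 10 s baseline, 3 min after compound (agonist portion), then 2 min after EC20 capsaicin (allosteric enhancer portion). Calcium-bound dye fluorescence at 480/520 nm.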
# Starred values were filed as active, the others as inactive; ? = inconclusive; · = not tested or not shown; [ ] = remark or other dose. Unless noted, the call rests on the fitted dose curve; in most records, active means well fitted curve in the direction sought with a large enough effect; inconclusive means small, poorly fitted or top-dose-only effect, or another doubt; inactive means no such curve, though single readings can be large; an effect the other way counts as inactive or inconclusive. The list is partial; the hit share may differ from the screen's.
SMILES,hERG WT inh,Mito fusion act,ELG1 repair inh,Eya2 phos inh,TSHR antag,TCR act,KCNH2 3.1 inh,USP2a block,A-T KAP1 phos,TRPV1 agonist
COc1cccc(-n2ccnc2SCC(=O)NCc2ccccc2)c1,13.3,-0.6%,3.5%,8.1%,-1.2,3.1%,-13.7,0.6%,-1.8%,11.3
CC(C)Sc1nc2c([nH]c3ccccc32)c(=O)n1C,2.9,0.1%,20.5%,2.4%,-4.7,-0.2%,1.6,-8.9%,6.6%,18.7
CCCCOc1ccccc1NC(=O)C=C(C)C,1.5,2.7%,-0.3%,-19.9%,4.8,1.3%,-2.5,0.2%,1.7%,-0.9
Cc1cc(=O)oc2cc(OC(C)C(=O)NCC3CCC(C(=O)O)CC3)c(Cl)cc12 (stereo not drawn),-2.2,0.8%,-8.7%,-6.4%,-2.0,-1.6%,5.2,2.6%,2.0%,2.4
COc1ccccc1NC(=O)C1CCN(S(=O)(=O)c2ccc3c(c2)NC(=O)C(C)S3)CC1 (stereo not drawn),-5.7,2.3%,-0.1%,-3.9%,-10.4,1.6%,-8.1,1.5%,-10.5%,29.1
Cc1nc(N2CCN(c3ccccn3)CC2)c2c(C)c(C(=O)Nc3c(F)cc(F)cc3Br)sc2n1,-28.3,24.1%,23.1µM*,9.8%,-22.3,-8.8%,-95.1*,2.7%,-13.8%,3.1
COc1cccc(C2CC(c3cccs3)=NN2C(=O)CSc2nc3ccccc3o2)c1OC (stereo not drawn),2.2,-11.6%,?,6.5%,-0.1,1.5%[46.1 µM],-28.7,4.5%,-1.0%,-1.1
COc1cc(CC2COC(=O)C2(O)Cc2ccc(O)c(OC)c2)ccc1O (stereo not drawn),-14.2,3.5%,1.46µM*,6.0%,-13.8,-0.2%,-13.2,1.2%,·,-2.0
CCn1cc(C(=O)NCC(OC)OC)c(=O)c2cc(S(=O)(=O)N(C)C3CCCCC3)ccc21,12.6,-1.6%,9.2µM*,-2.4%,-1.5,8.4%,16.6,1.4%,3.3%,13.4
Cc1ccc2sc(NNC(=O)c3cc(=O)c4ccccc4o3)nc2c1C,-18.6,12.8%,?,-6.2%,2.6,-10.0%,1.8,-2.1%,7.8%,-6.4
Brc1ccsc1-c1csc(-c2ccncc2)n1,5.9,-12.2%,?,-10.8%,-1.7,0.5%,10.1,-0.9%,38.6%,25.9
CC(C)Oc1ccccc1NC(=O)CSc1nccn1C,-4.6,-7.6%,14.8%,-9.2%,-6.4,-4.9%,12.1,1.2%,8.3%,2.4
CCCC1C(=O)N(Cc2ccccc2)C(=O)CC1C (stereo not drawn),4.5,-1.2%,?,-11.0%,-31.3,-7.7%,-7.1,0.1%,5.1%,?
COc1ccc(NC(=O)COc2ccccc2)cc1Cl,-5.2,?,?,15.4%,-9.6,·,11.8,4.1%,2.9%,27.9
CCN(CC)c1nc2c(c(=O)[nH]c(=O)n2C)n1Cc1ccccc1Cl,-8.0,4.6%,-3.5%,3.5%,-9.3,·,11.0,-2.0%,0.4%,10.3
Cc1ccc(NS(=O)(=O)c2ccc(NS(=O)(=O)c3cccs3)cc2)cc1,0.4,-0.5%,3.1%,-4.2%,2.5,-2.3%,22.5,1.1%,2.9%,0.6
C=CCSc1nc(N(CC)CC)c2sccc2n1,1.5,-7.9%,-23.7%,-5.4%,5.2,-4.2%,-4.8,-0.5%,2.3%,8.4
CCOC(=O)CC1C(=O)NCCN1S(=O)(=O)c1ccccc1Cl (stereo not drawn),-25.3,1.0%,11.0%,-3.2%,18.7,4.2%,-12.0,2.3%,1.8%,-0.4
O=C(C1CC(=O)N(C2CCCCC2)C1)N1CCc2ccccc21 (stereo not drawn),·,3.2%,-4.1%,-8.4%,7.0,-1.8%,8.7,0.8%,-5.3%,3.6
O/N=C/c1ccc(OCc2ccccc2)c(Cl)c1,9.1,22.4µM*,?,-1.8%,-23.5,3.1%[46.1 µM],8.8,-3.9%,6.4%,4.8
COc1ccc(C(=O)/C=C/C(=O)N(Cc2ccccc2OC)C(C(=O)NC2CCCCC2)c2ccncc2)c(O)c1 (stereo not drawn),-0.2,?,20.6µM*,-5.8%,-0.5,0.3%[46.1 µM],0.5,-9.3%,-3.8%,?
Cc1ccc(NC(=O)CSc2nnc(CCC(=O)O)c(=O)[nH]2)cc1,-7.7,1.5%,0.0%,6.6%,-1.7,-2.6%,15.4,0.5%,-3.8%,-1.4
Cc1noc(C)c1CSCC(=O)Nc1ccc(OC(F)F)c(Cl)c1,-1.2,9.3%,-9.2%,-4.6%,-14.1,-3.0%,12.9,1.3%,-2.2%,3.3
COC(=O)c1cc2c(=O)c3ccccc3oc2nc1/C=C/N(C)C,-37.0,-6.8%,-2.9%,?,18.2,0.2%,7.7,2.1%,-7.4%,?
CC(OC(=O)c1ccc(F)c(S(=O)(=O)N2CCOCC2)c1)C(=O)NCC1CCCCC1 (stereo not drawn),-1.1,-4.5%,6.2%,-16.3%,-12.9,-3.1%,-6.1,3.1%,2.2%,0.5
O=C(NCCN1CCOCC1)c1ccc(Cl)c(S(=O)(=O)N2CCCCCC2)c1,0.0,-6.4%,?,25.7%,-9.9,-7.0%,3.2,-6.9%,10.7%,0.5
CCN(Cc1ccccc1)Cc1cccc([N+](=O)[O-])c1,6.9,-0.3%,-8.9%,1.0%,-3.2,3.1%,-1.0,-2.2%,2.0%,5.5
CCc1ccc(NC(=S)Nc2cccc3cnccc23)cc1,-7.2,7.4%,?,-0.9%,15.8,5.4%,-35.4,0.1%,1.0%,2.1
Cc1nn(C)c(NC(=O)c2ccc(Cl)cc2)c1Cl,9.2,9.8%,2.7%,-19.3%,-11.7,3.2%,0.8,-1.8%,3.3%,29.0
COCCn1c(SCC(=O)N2CCCCCC2)nnc1-c1ccco1,-0.1,-1.8%,3.0%,-3.5%,8.1,8.5%,-9.7,4.9%,-2.4%,0.6
Cc1ccc(C2CC(C(F)F)n3ncc(C(=O)Nc4cnn(Cc5ccccc5C)c4)c3N2)cc1 (stereo not drawn),10.1,4.8%,-15.8%,10.3%,-8.9,-1.1%,9.1,0.1%,-0.5%,0.5
CCC(=O)NC(=S)NNC(=O)c1ccc([N+](=O)[O-])cc1,-12.1,-0.8%,6.1%,-7.3%,25.5,-1.0%,-9.7,1.0%,-14.0%,-3.0
CC1=C(C#N)C2C(/C1=N/O)C2(C)C (stereo not drawn),26.5,3.4%,?,-11.0%,-3.8,-0.2%,2.3,-0.9%,0.0%,·
O=[N+]([O-])c1ccccc1N/N=C/c1cccc(O)c1O,-12.7,-3.4%,?,8.9%,-1.5,-0.1%,-8.3,8.7%,-16.9%,2.3
COc1ccc(N2CCN(CC(=O)c3ccccc3)CC2)cc1,4.7,3.6%,3.1%,-15.9%,-1.3,-7.2%,-15.4,3.9%,0.0%,0.6
Cc1cc(C)c2nc(SCC(=O)NCCC3=CCCCC3)cc(C)c2c1,-3.6,-3.2%,7.7%,4.2%,0.2,1.2%[46.1 µM],3.4,3.8%,2.9%,1.3
O=C(CCc1nnc(CCCCc2ccccc2)o1)NCCN1CCCCC1=O,6.2,-3.3%,21.0%,1.5%,2.8,-3.8%,9.6,1.1%,8.5%[11.5 µM],5.1
CCCOc1ccc(N2C(=O)CC(NNC(=O)c3ccc(COc4ccccc4)o3)C2=O)cc1 (stereo not drawn),-1.9,0.1%,4.2%,-13.8%,-5.9,1.3%[46.1 µM],-1.1,4.2%,5.9%,0.5
CCOC(=O)c1cc(C#N)c(SCC(=O)c2cc(C#N)c(SC)nc2C)[nH]c1=O,-8.4,6.0%,-1.8%,13.0%,-7.4,-5.1%,-1.0,2.3%,3.7%,2.4
Cc1ccc2c(c1)NC(=O)C(CC(=O)NCCN(CC(C)C)CC(C)C)O2 (stereo not drawn),9.9,-2.2%,10.8%,12.5%,2.4,2.8%,2.3,-1.1%,2.0%,18.6
NC(=O)c1ccc(/C=N/O)[n+](Cc2ccccc2)c1,-2.6,-2.4%,2.7%,-15.9%,4.2,-7.0%,-39.8,-0.5%,9.6%,2.1

# A draw from above in order of length of the SMILES, rising.
SMILES,hERG WT inh,Mito fusion act,ELG1 repair inh,Eya2 phos inh,TSHR antag,TCR act,KCNH2 3.1 inh,USP2a block,A-T KAP1 phos,TRPV1 agonist
CC1=C(C#N)C2C(/C1=N/O)C2(C)C (stereo not drawn),26.5,3.4%,?,-11.0%,-3.8,-0.2%,2.3,-0.9%,0.0%,·
O/N=C/c1ccc(OCc2ccccc2)c(Cl)c1,9.1,22.4µM*,?,-1.8%,-23.5,3.1%[46.1 µM],8.8,-3.9%,6.4%,4.8
Cc1ccc(NC(=O)CSc2nnc(CCC(=O)O)c(=O)[nH]2)cc1,-7.7,1.5%,0.0%,6.6%,-1.7,-2.6%,15.4,0.5%,-3.8%,-1.4
